# TbPYK inhibitor = qHTS of Trypanosoma Brucei Inhibitors. pyruvate kinase (Trypanosoma brucei), Q57TT1. TbPYK enzyme, Kinase-Glo Plus ATP luminescence, 45 min. Potency, µM (top dose mostly 76.8 µM), for inactives: at the highest dose activity, negative = inhibition, actives largely listed as inhibitors. 0.12% of 410,000 active. AID 624173, 2012; note: potency is the fitted concentration of half-maximal effect; nearly all actives have a fitted effect of over 50% in size
#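 TbPYK + substrate in 50 mM TEA pH 7.2, 100 mM KCl, 10 mM MgCl2, 0.05% BSA, 0.01% Tween-20; cpd pinned; ADP 130 uM final; 45 min RT; Kinase-Glo Plus 10 min; luminescence endpoint.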
# Sm TGR block = qHTS Assay for the Inhibitors of Schistosoma Mansoni Peroxiredoxins; purified TGR, DTNB reduction, TNB absorbance 405 nm; Schistosoma mansoni thioredoxin glutathione reductase (TGR), Q962Y6; AID 485364, 2010; Potency, µM (doses to about 114 µM), for the others: at the top dose activity change, negative = inhibition, most hits filed as inhibitors; 3% of 360,000 active; note: potency is the fitted concentration of half-maximal effect; nearly all actives have a fitted effect of over 60% in size
#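 Kinetic colorimetric format: TGR-catalysed, NADPH-driven DTNB reduction monitored via TNB absorbance. Enzyme dispensed at 20 nM; compound exposure 15 min at room temperature before reaction start.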
# AmpC no deterg = qHTS Inhibitors of AmpC Beta-Lactamase (assay without detergent) | P00811 | AmpC nitrocefin hydrolysis, absorbance 480 nm, 0.0001% Triton | Potency, µM (highest dose often 57.1 µM), without a hit: at the highest dose activity change, negative = inhibition, hits mostly inhibitors | 0.52% of 330,000 active | AID 485341, 2010;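 note: potency is the fitted concentration of half-maximal effect; plate controls were no compound for no effect and no enzyme for full effect; nearly all actives have a fitted effect of over 20% in size; some results filed as inactive show a strong effect at the top dose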
# Target sequence (P00811 whole entry, looked up): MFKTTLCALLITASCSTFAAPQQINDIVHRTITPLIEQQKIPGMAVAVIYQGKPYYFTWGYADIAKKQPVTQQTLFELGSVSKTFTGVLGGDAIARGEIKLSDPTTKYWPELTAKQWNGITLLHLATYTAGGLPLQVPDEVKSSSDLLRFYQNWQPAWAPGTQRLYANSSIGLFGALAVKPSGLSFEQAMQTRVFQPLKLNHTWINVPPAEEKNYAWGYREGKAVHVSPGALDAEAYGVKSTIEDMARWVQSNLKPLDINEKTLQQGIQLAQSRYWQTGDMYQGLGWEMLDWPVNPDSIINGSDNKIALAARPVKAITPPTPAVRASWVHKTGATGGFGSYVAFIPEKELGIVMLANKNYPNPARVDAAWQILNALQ
#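 20 mM phosphate pH 7.0 + 0.01% (detergent screen) or 0.0001% Triton X-100; 5.3 nM AmpC reagent; cpd preinc 15 min RT; nitrocefin (800 uM stock) to start; A480 q20 s × 4 min; Activity was normalised to no-enzyme and no-compound control wells.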
# AMA1-RON2 inh = qHTS for Inhibitors of AMA1-RON; Towards Development of Antimalarial Drug Lead: Primary Screen | Plasmodium falciparum AMA1 (3D7) - RON2 peptide interaction | AlphaScreen AMA1-biotinylated RON2 peptide binding | Potency, µM (top dose mostly 58.2 µM), inactives show top-dose activity change, negative = inhibition, hits mostly inhibitors | 0.2% of 360,000 active | AID 720542, 2013;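 note: potency is the fitted concentration of half-maximal effect; 0% = vehicle wells and -100% = peptide control; nearly all actives have a fitted effect of over 45% in size; some results filed as inactive show a strong effect at the top dose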
#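 AMA1 (3D7) with his tag at 25 nM final met compounds first, then biotinylated RON2 peptide at 25 nM; detection used donor plus acceptor beads, 10 µg/mL apiece, read by AlphaScreen after 30 min at room temperature.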
# HCMV antiviral = qHTS Assay for inhibitors of the human cytomegalovirus (HCMV); activity change, negative = inhibition, % at 57.5 µM; HFF cells, HCMV-luciferase reporter, 72 h; active compounds read low; 4.5% of 410,000 active; in the data active = activity change below about -60%; inconclusive = no clear call, values can overlap the other calls; inactive = above about -39%
#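 Luciferase read-out from HCMV-luciferase-infected HFFs (MOI 1 PFU/cell) 72 h post infection at 37C; compounds added after 16 h cell attachment; activity normalized between buffer-only basal and Salinomycin (10uM) inhibitor controls.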
# LmPK inh = qHTS Assay for Inhibitors of Leishmania Mexicana Pyruvate Kinase (LmPK); purified LmPK, Kinase-Glo ATP luminescence, 1 h; AID 1721, 2009; Potency, µM (titrated, usually from 57.5 µM), for the others: top-dose activity change, negative = inhibition, hits mostly inhibitors; 0.37% of 290,000 active; Q27686; note: potency is the fitted concentration of half-maximal effect
# Target sequence (Q27686 whole entry, looked up): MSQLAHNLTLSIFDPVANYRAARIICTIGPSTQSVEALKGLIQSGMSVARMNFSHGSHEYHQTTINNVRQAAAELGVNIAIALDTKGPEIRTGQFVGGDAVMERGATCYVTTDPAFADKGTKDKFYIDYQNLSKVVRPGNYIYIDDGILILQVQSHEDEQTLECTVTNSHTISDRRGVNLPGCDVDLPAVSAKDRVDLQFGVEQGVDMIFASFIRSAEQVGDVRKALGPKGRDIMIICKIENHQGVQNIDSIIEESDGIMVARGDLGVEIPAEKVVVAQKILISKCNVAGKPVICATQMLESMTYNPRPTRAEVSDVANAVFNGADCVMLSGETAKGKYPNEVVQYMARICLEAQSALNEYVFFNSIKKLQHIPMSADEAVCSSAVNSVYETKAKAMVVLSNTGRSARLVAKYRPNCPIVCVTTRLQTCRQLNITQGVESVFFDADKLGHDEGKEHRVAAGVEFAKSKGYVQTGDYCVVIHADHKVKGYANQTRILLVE
#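 Kinase-Glo luminescence read after 1 h RT reaction of 0.1 nM LmPK with 0.5 mM PEP and 0.1 mM ADP. Activity scaled between uninhibited and enzyme-free controls.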
# AmpC detergent = qHTS Inhibitors of AmpC Beta-Lactamase (assay with detergent) | P00811 | AmpC hydrolysis of nitrocefin, absorbance 480 nm, 0.01% Triton | 0.041% of 370,000 active | Potency, µM (doses to about 114 µM), for the others: top-dose activity change, negative = inhibition, hits mostly inhibitors | AID 485294, 2010;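 note: potency is the fitted concentration of half-maximal effect; 0% = no-compound wells and -100% = no-enzyme wells; nearly all actives have a fitted effect of over 25% in size; some results filed as inactive show a strong effect at the top dose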
#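 AmpC (5.3 nM in the dispensed reagent) in 20 mM phosphate pH 7.0 with 0.01% (detergent screen) or 0.0001% Triton X-100 was preincubated with compounds for 15 min at room temperature. Nitrocefin was then added from an 800 uM solution, and hydrolysis was followed at 480 nm.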
# * marks the source's active call; other numbers are inactive results; ? = inconclusive; . = no result given; & = joins results of further samples; [ ] = remark or other dose. Unless noted, calls come from the whole dose curve; as a rule, active = well fitted curve in the direction sought with a large enough effect; inconclusive = small, poorly fitted or top-dose-only effect, or another doubt; inactive = no such curve, though single readings can be large; an effect the other way counts as inactive or inconclusive. Unless noted, % is set by controls: 0 for no effect and ±100 for the full control effect.
compound,TbPYK inhibitor,Sm TGR block,AmpC no deterg,AMA1-RON2 inh,HCMV antiviral,LmPK inh,AmpC detergent
CC(=O)c1ccc(-c2[nH]c3ccccc3c2CCN2C(=O)c3ccccc3C2=O)cc1,-4%,.,.,-4%,0,.,.
Cc1cc(NC(=O)Cn2nc(-c3ccccc3F)ccc2=O)ccc1-n1cnnn1,1%,6%,3%,-4%,-27,8%,-2%
Cc1nc2cc(N3CCOCC3)c(NC(=O)C3CC3)cc2c(=O)n1Cc1ccccc1,-8%,0%,44%,-4%,80,-3%,?
CCOC(=O)[C@H]1[C@H]2COc3ccccc3[C@@H]2N2C(=O)CN(Cc3ccc(C)cc3)C(=O)[C@@]12C,-11%,.,112%[activator],-3%,-34,.,.
CCCCC(NC(=O)Cc1c(C)c2cc3c(-c4ccccc4)coc3c(C)c2oc1=O)C(=O)O (stereo not given),-5%,3%,116%[activator],-5%,10,7%,-3%
COc1ccc(NC(=O)C2(C)CCN2C)cc1OC (stereo not given),-4%,.,.,-3%,-28,.,.
Nc1nc(SCc2ccc(Cl)c(Cl)c2)n[nH]1,-3%,18%,-10%,-9%,28,-3%,-15%
CCCN1CCN(CCCNC(=O)Cn2nc(C)n3c(cc4cc(F)ccc43)c2=O)CC1,-9%&1%,-2%&4%,6%,11%,-4&-2,1%,2%&-2%
COc1ccc2c(c1OC)C(=O)N1C2SC(C)(C)[C@H]1C(=O)NCC(C)C (stereo not given in full),1%,0%,-3%,6%,33,1%,-1%
CC1(C)Cc2c(cnn2-c2ccccc2)C(NC(=O)CCN2CCCC2=O)C1 (stereo not given),-3%,-8%,18%,-7%,?,-4%,-12%
COc1ccc(C)cc1S(=O)(=O)NCC(c1cccs1)S(=O)(=O)c1ccc(C)cc1 (stereo not given),-5%,?,.,.,?,.,4%
CCN(CC)c1ccc(/C=C2\CCC(/C=C(/C#N)C(=O)Nc3ccccc3F)=C2N2CCOCC2)cc1,-10%,.,.,-16%,5,.,.
CC(C)c1[nH]c(=O)c(C#N)c2c1CSC(C)(C)C2,3%,-35%,-22%,-1%,8,-5%,-15%
COC(=O)[C@]1(Cc2ccccc2)N[C@H](CN(C)C(C)=O)[C@@H]2C(=O)N(Cc3ccccc3)C(=O)[C@@H]21,-5%,.,56%,-1%,1,.,.
COc1ccc(/C=C/c2c(-c3ccc(OC)cc3)oc(=O)c3cc(OC)c(OC)cc23)cc1,0%,.,-21%,-10%,-11,.,.
O=C(OCc1nc2ccc(Cl)cc2n1CCO)c1ccc2c(c1)OCO2,-2%,-4%,-3%,12%,20,2%,-18%
COc1ccc(C(C(=O)NC2CCCCC2)N(C(=O)c2ccco2)c2ccc(-n3cnnn3)c(C)c2)cc1 (stereo not given),-2%,.,.,-9%,-17,.,.
CCOc1ccccc1NC(=O)Cn1nnc(C(=O)Nc2ccc(C)cc2)c1N,5%,7%,-25%,14%,20,3%,2%
Cc1ccc(S(=O)(=O)NCc2cccnc2)cc1,-4%,-28%,-6%,6%,-18,-6%,?
COc1ccc(OC)c(Nc2cc(C(=O)NCCCN3CCOCC3)c3ccccc3n2)c1,2%,-17%,156%[activator],-14%,-16,2%,-5%

compound,TbPYK inhibitor,Sm TGR block,AmpC no deterg,AMA1-RON2 inh,HCMV antiviral,LmPK inh,AmpC detergent
CCc1ccc(N=c2c([N+](=O)[O-])nn(-c3ccccc3)n2O)cc1,-1%,42%[activator],-58%,?,.,1%,-9%
O=C(COc1ccc(/C=N/NC(=O)c2ccncc2)cc1)Nc1cccc([N+](=O)[O-])c1,-5%,3%,-9%,13%,-2,0%,-9%
Cc1cccc(N2C(=O)CSC23C(=O)N(C)c2ccccc23)c1 (stereo not given),-1%,-2%,.,.,-1,.,8%
O/N=C/c1cc(Br)cc(Br)c1OCc1ccccc1,-4%,2%,-21%,-6%,-35,2%,?
O=C(Nc1nnc(-c2ccccc2F)s1)C1CCN(S(=O)(=O)c2ccc(Cl)cc2)CC1,0%,4%,-2%,-5%,-3,1%,-12%
O=C1C2CCCCC2C(=O)N1Cc1ccccc1 (stereo not given),-2%,.,-3%,-2%,-4,0%,-2%
CCC(C)NCCOCCOc1ccc(C)cc1OC (stereo not given),21%,-15%,-14%,-6%,1,-3%,-9%
Cc1ccc(OCC(=O)NS(=O)(=O)c2ccccc2)cc1,-7%,.,-13%,-7%,-30,3%,0%
COc1ccccc1CN(C)CC(=O)Nc1ccc(Cl)cc1F,-2%,8%,17%,63%[activator],-40,2%,?
C/C(CCCO)=N/Nc1ccc([N+](=O)[O-])cc1[N+](=O)[O-],0%,?,2%,-4%,3,12%,6%
O=C(COC(=O)C1CCN(c2ccc(C(F)(F)F)cn2)CC1)NCCc1ccccc1,1%,-13%,80%[activator],24%,-26,.,-8%
COC(=O)COc1cccc(NC(=O)c2ccc(Cl)cc2)c1,-15%,.,-11%,3%,3,-1%,2%
Cc1ccc(C)c(-n2c(-c3ccncc3)n[nH]c2=S)c1,?,1%,-12%,6%,18,20µM*,3%
CC(=O)c1nnn(-c2cccc(C#N)c2)c1C,2%,7%,0%,-3%,24,2%,-10%
O=C(COc1ccccc1)Nc1nnc(-c2ccccc2Cl)o1,-3%,.,.,33%[activator],?,.,.
O=C(NCCc1ccc(F)cc1)N1CCOCC1,-4%,2%,-10%,7%,51,-1%,-9%
CC(=O)Nc1ccc(-c2csc(NC(=O)CN3C(=O)NC4(CCCC4)C3=O)n2)cc1,-6%,-20%,-36%,14%,3,.,-9%
COc1ccc(NC(=O)COC(=O)CN2C(=O)C3CCCCC3C2=O)cc1 (stereo not given),-14%,.,.,-9%,-8,.,.
CCOc1ccccc1CNC(=O)CSc1n[nH]c(-c2ccccc2Cl)n1,0%,0%,.,.,-14,.,22%
O=C1Nc2ccccc2NC(c2ccc3c(c2)OCO3)=C1N(Cc1ccc(F)cc1)C(=O)c1ccco1,0%,.,.,-20%,-13,.,.

# Overlap with the part before: 4 entries; new compounds follow.
compound,TbPYK inhibitor,Sm TGR block,AmpC no deterg,AMA1-RON2 inh,HCMV antiviral,LmPK inh,AmpC detergent
CC(=O)Nc1ccc(-c2csc(NC(=O)CN3C(=O)NC4(CCCC4)C3=O)n2)cc1,-6%,-20%,-36%,14%,3,.,-9%
COc1ccc(NC(=O)COC(=O)CN2C(=O)C3CCCCC3C2=O)cc1 (stereo not given),-14%,.,.,-9%,-8,.,.
CCOc1ccccc1CNC(=O)CSc1n[nH]c(-c2ccccc2Cl)n1,0%,0%,.,.,-14,.,22%
O=C1Nc2ccccc2NC(c2ccc3c(c2)OCO3)=C1N(Cc1ccc(F)cc1)C(=O)c1ccco1,0%,.,.,-20%,-13,.,.
COc1cc(NC(=O)C2CCCN2C(=O)OCc2ccccc2)cc(OC)c1 (stereo not given),5%,-4%,8%,1%,-5,3%,0%
COCCNC(=O)CN(C(=O)Cn1nnc2ccccc21)c1cc(C)cc(C)c1,-1%,-3%,10%,23%,-21,1%,-6%
CCNC(=O)CC1SC(=Nc2cccc3ccccc23)N(C)C1=O (stereo not given),2%,-8%,-6%,-3%,-26,3%,-3%
CCOCCCN(C(=O)c1snc(C(N)=O)c1N)C(C(=O)NC1CCCC1)c1ccc(O)c(OC)c1 (stereo not given),0%,?,2%,44%[activator],22,10%,?
CC(C)(CNS(=O)(=O)c1ccc(Cl)cc1)N1CCCCC1,-1%,0%,-27%,7%,-7,0%,-2%
CNC(=O)c1ccc2nc(NC(C)=O)sc2c1,-8%,11%,-10%,-1%,99,-2%,2%
CC(C)C[C@H]1CN(CCCC[C@H]2CNC(=O)C(=O)N2CC2CCCCC2)C(=O)C(=O)N1CCc1ccc(O)cc1,-4%,.,.,3%,-3,.,.
BrCC(Br)C1CCC(Br)C(Br)C1 (stereo not given),-3%,2%,-14%,52%[activator],3,.,1%
CCO[C@H]1OC(C(=O)O)=C[C@@H](c2cn(C(C)=O)c3ccccc23)[C@@H]1CCCO,1%,.,.,8%,-11,.,.
O=C(NCC(c1ccco1)N1CCCC1)c1ccc(-n2cccn2)cc1 (stereo not given),4%,.,-4%,16%,62,.,.
CCOC1=C2[C@H](c3ccccc3)N(S(=O)(=O)c3ccc(C)cc3)[C@H](C(C)C)[C@H]2n2c(=O)n(-c3ccccc3)c(=O)n2C1,4%,.,.,5%,3,.,.
CC(N)c1csc(Nc2ccc(S(C)(=O)=O)cc2)n1 (stereo not given),-4%,.,.,74%[activator],-18,.,.
CCOC(=O)C1CCCN(c2c(N3CCc4ccccc4C3)c(=O)c2=O)C1 (stereo not given),.,3%,0%,.,.,2%,?
Cc1c(C)c2ccc(OCC(=O)N3CCC(C(=O)O)CC3)cc2oc1=O,5%,-14%,-20%,-6%,4,0%,?
COc1ccc(OC)c(C(=O)CSc2nnc(-c3cccnc3)n2C)c1,2%,?,.,7%,36,-1%,-8%
CCOC(=O)c1ccc(NC(=O)CSc2ncc(S(=O)(=O)c3ccc(C)c(Cl)c3)c(=O)[nH]2)cc1,2%,-4%,.,.,10,.,?
O=C(NC1CCCc2ccccc21)C1CCCC1 (stereo not given),-3%,-7%,-2%,0%,-14,-4%,3%
Cc1ccc(-c2nn(-c3ccccc3)cc2C(=O)Nc2cccc(S(=O)(=O)N3CCOCC3)c2)cc1,2%,17%,22%,6%,?,6%,0%
CCCCP(=O)(c1ccccn1)c1ccccn1,3%,-20%,-12%,7%,14,-2%,?
O=C(COC(=O)c1cc(=O)c2ccccc2o1)Nc1ccccc1F,0%,.,-7%,7%,27,.,.
Cc1cc(Cl)ccc1NC(=S)NCCC(c1ccccc1)c1ccccc1,-5%,9%,-19%,92%[activator],-16,2%,?
CCOc1ccccc1N1CCN(C(=O)Nc2ccc(Cl)c(Cl)c2)CC1,.,-4%,0%,.,.,0%,-13%

# Screening data (PubChem)
